# TROY signal inh: inhibitors of TROY-driven NF-kB signaling, primary screen, Q293 LMP1-TROYcd cells, NF-kB luciferase, uHTS; 0.98% of 360,000 active; AID 1347056, 2019; Q293 LMP1-TROYcd NF-kB luciferase reporter, 4 h; inhibition, % at 10 µM;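 active = compounds whose plate-normalised and pattern-corrected inhibition of the luciferase reporter signal at the single screening dose is 50% or more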
# TLR9-MyD88 block: inhibitors of TLR9-MyD88 association in cells, primary screen, cell-based, CHO, BLA complementation, fluorescence; Toll-like receptor 9 (Homo sapiens) + Myeloid differentiation primary response protein …; CCF4 FRET ratio; inhibition, % at 4.98 µM; 0.21% of 340,000 active; AID 504734, 2011;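 active = inhibition above the mean over all tested compounds plus 3 SD, cut at about 21% in these data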;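 note: 0% = DMSO only wells and 100% = clavulanate BLA inhibitor control wells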
# NR5A2 inv ag: LRH-1 (NR5A2) inverse agonists, primary screen, cell-based, luminescence, HEK293T, StAR-luciferase reporter. LRH-1 transfected, 24 h. inhibition, % at 3.6 µM. 0.13% of 360,000 active. AID 602396, 2012;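 active = inhibition above the mean inhibition of all tested compounds plus 3 SD, cut at about 73% in these data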;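 note: 0% = DMSO wells and 100% = reporter-only cells lacking LRH-1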
# NR2F2 inh: NR2F2 transcriptional activity inhibitors, primary screen, cell-based, luciferase reporter, HEK293T, luminescence. COUP transcription factor 2 (Homo sapiens), P24468. inhibition, % at 8.6 µM. HEK293T NGFI-A luciferase reporter. AID 686940, 2013. 0.7% of 370,000 active;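 active = inhibition above a per-plate cutoff, mean inhibition of test wells between control levels plus 3 SD, cut at about 38% in these data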;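 note: cells cotransfected with COUP-TFII expression vector driving the NGFI-A reporter; 0% = median of COUP-TF2 test wells and 100% = reporter-only cells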
# NCOA3 inh: SRC3 coactivator transcriptional activity inhibitors, primary screen, cell-based, luminescence. HEK293 GAL4-SRC3 luciferase reporter. inhibition, % at 3.6 µM. 0.17% of 360,000 active;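 active = inhibition above a per-campaign cutoff, the mean of all compounds plus 3 SD, cut at about 60% in these data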;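 note: 0% = DMSO-treated cells and 100% = gossypol-treated cells at 36 µM; higher means less SRC3-driven luciferase light from the GAL4 reporter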
# TWEAK-Fn14 inh: inhibitors of TWEAK-Fn14 signaling, primary screen, luciferase reporter cells, uHTS | TWEAK-stimulated Fn14 reporter cells, luciferase luminescence, 8 h | inhibition, % at 10 µM | 2% of 360,000 active | AID 1159606, 2016; in the data active = inhibition above about 50%
# NOD2 RIPK2 PPI: NOD2-RIPK2 binding disruptors in cells, primary screen, fluorescence, CHO cells, BLA complementation. Receptor-interacting serine/threonine-protein kinase 2 (Homo sapiens), O43353. CCF4 ratio. inhibition, % at 4.98 µM. 0.38% of 360,000 active; in the data active = inhibition above about 21%;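 note: 0% = vehicle only and 100% = reference blocker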
# ABHD5-PLIN5 inh: ABHD5-PLIN5 interaction inhibitors, primary screen, cell lysate, split luciferase complementation, luminescence. Perilipin-5 (Homo sapiens) + 1-acylglycerol-3-phosphate O-acyltransferase ABHD5 (Homo …. AID 602281, 2012. 0.78% of 360,000 active. inhibition, % at 4 µM. Split G. princeps luciferase complementation, 4 h;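 active = inhibition above the mean inhibition across every tested compound plus 3 SD, cut at about 22% in these data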;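 note: 0% = DMSO only wells and the 100% control is not disclosed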
# Exocytosis inh: LAMP-1 surface exposure blockers, TALL-104 cells – cell-based, flow cytometry, MLPCN library, primary screen. TALL-104 LAMP-1 surface exposure; cells stimulated with thapsigargin and PMA. inhibition, % at 10 µM. 0.66% of 360,000 active. AID 651702, 2012;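 active = inhibition above about 55%, limit read from the data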
# NCOA2 inhibitor: inhibition of GAL4-SRC2 driven luciferase reporter, primary screen, SRC2 inhibitor project, cell-based, luminescence; Nuclear receptor coactivator 2 (Homo sapiens), Q15596; HEK293 GAL4-SRC2 luciferase reporter; inhibition, % at 9 µM; 0.17% of 370,000 active;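 active = inhibition above the mean inhibition of all tested compounds plus 3 SD, set per campaign, cut at about 52% in these data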;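 note: 0% = DMSO treated cells and 100% = cells given Gossypol at 36 µM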
# SRC1 inh: SRC1 coactivator transcriptional activity inhibitors, primary screen, cell-based, luminescence | Nuclear receptor coactivator 1 (Homo sapiens), Q15788 | HEK293 GAL4-SRC1 luciferase reporter | inhibition, % at 3.6 µM | 0.12% of 360,000 active | AID 588354, 2011;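 active = inhibition above the campaign mean plus 3 SD, with each screening campaign given its own cutoff, cut at about 60% in these data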;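 note: 0% = DMSO treated cells and 100% = gossypol at 36 µM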
# Target sequence (Q15788 whole entry, looked up, the tested form may be a part): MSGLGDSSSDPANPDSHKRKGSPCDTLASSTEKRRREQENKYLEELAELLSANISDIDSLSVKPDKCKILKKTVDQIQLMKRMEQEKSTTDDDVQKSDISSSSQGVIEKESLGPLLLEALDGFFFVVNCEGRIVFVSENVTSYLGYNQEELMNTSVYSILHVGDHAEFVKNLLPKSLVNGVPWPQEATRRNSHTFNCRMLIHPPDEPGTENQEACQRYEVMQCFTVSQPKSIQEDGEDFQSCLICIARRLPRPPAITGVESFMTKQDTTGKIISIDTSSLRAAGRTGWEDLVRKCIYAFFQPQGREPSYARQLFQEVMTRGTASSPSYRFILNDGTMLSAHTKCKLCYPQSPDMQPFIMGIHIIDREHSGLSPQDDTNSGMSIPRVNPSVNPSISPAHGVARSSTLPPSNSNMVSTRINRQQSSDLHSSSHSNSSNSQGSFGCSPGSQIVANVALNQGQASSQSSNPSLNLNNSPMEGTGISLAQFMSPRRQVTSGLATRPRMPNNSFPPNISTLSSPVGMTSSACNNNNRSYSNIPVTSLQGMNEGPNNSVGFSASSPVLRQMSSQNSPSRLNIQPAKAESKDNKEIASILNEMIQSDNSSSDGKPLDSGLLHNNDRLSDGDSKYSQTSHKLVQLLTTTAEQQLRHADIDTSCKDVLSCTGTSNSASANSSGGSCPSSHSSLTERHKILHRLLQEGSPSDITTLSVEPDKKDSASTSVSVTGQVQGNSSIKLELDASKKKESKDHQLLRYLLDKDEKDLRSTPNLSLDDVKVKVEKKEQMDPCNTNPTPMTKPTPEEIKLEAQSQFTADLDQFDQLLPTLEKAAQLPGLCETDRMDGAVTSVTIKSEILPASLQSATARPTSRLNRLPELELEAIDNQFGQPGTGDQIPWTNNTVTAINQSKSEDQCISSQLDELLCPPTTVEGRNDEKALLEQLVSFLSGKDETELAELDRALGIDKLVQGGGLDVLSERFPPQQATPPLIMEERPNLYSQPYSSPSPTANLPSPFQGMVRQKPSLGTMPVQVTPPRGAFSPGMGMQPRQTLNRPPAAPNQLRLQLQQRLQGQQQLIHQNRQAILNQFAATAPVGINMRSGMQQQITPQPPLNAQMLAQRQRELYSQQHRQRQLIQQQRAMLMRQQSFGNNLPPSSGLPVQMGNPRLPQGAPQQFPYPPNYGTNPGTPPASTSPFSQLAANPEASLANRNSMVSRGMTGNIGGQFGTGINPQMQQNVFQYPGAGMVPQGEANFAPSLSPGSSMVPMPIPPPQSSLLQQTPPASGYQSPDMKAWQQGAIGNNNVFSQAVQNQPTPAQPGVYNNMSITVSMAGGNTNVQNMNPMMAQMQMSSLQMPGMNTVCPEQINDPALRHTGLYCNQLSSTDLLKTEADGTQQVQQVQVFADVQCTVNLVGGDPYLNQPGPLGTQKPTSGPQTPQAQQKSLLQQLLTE
# * marks the source's active call; other numbers are inactive results; . = not tested or not shown. Not all compounds are listed; rates above refer to the full screens.
SMILES,TROY signal inh,TLR9-MyD88 block,NR5A2 inv ag,NR2F2 inh,NCOA3 inh,TWEAK-Fn14 inh,NOD2 RIPK2 PPI,ABHD5-PLIN5 inh,Exocytosis inh,NCOA2 inhibitor,SRC1 inh
CC12CCC(=O)N1C(C(=O)OCC(=O)Nc1ccc(Cl)c(Cl)c1)CS2 (stereo unspecified),-30,4,6,6,20,0,0,3,2,-12,14
CC(C)(C)c1ccc(OCCCN2CCCC2)cc1,-24,-4,17,-34,-1,-11,0,3,8,2,18
CCc1nc2cc([N+](=O)[O-])c([N+](=O)[O-])cc2[nH]1,0,-5,-5,4,11,17,-2,-2,-4,13,-28
N#C/C(=C\c1ccc(-c2ccc(F)cc2)o1)C(=O)Nc1nc(-c2cccs2)cs1,13,-1,-4,1,15,-89,-6,-4,-4,-4,4
CCCC1(C(=O)OCC)NC(c2ccc(O)cc2)C2C(=O)N(c3ccc4c(c3)OCCO4)C(=O)C21 (stereo unspecified),18,-6,-10,10,8,-7,3,-6,0,-18,-11
CCC(CO)Oc1cc(NC(=O)c2cccc(C)c2)c2ncn(C(C)C)c2c1 (stereo unspecified),-15,-8,6,13,-4,-2,-6,-10,-6,-6,8
CCOc1ccc(N2C(=O)CCC2=O)cc1,9,-10,6,-8,10,3,-7,-2,0,-35,-2
S=C(Nc1cccc(Cl)c1)N1CCOCC1,23,-2,8,-11,-22,-10,-1,2,1,-2,-3
Cc1cc2nc(CN(C)Cc3c(C(=O)N(C)C)nc4ccc(Cl)cn34)[nH]c2cc1C,11,1,3,5,7,-25,3,2,0,13,0
CCCCN(C(C)=O)c1c(CC)nc2ccc(C(=O)NCCOc3ccc(OC)cc3)cn12,6,.,14,9,-57,-15,-3,7,-4,-15,14
O=C(NCc1cccnc1)/C(=C/c1ccc(-c2cccc(Cl)c2)o1)S(=O)(=O)c1ccccc1,-9,4,-5,2,15,58*,-26,48*,7,23,-19
COc1ccc(C(=O)/C=C/c2ccccc2)c(O)c1,-65,6,-38,-29,-30,21,-6,30*,-1,-49,-35
N#Cc1c(C(F)(F)F)cc(-c2cccs2)nc1SCc1cccnc1,0,-7,6,4,11,18,-3,7,-2,-9,10
CCOC(=O)N1CCN(C(=O)/C(=C/c2cccc3ccccc23)NC(=O)c2ccc(OC)cc2)CC1,56*,6,-15,-1,-9,19,13,3,3,-27,1
O=C(CSc1nc2ccc(Cl)cc2[nH]1)Nc1ccc2[nH]c(=O)[nH]c2c1,1,-1,25,4,-2,5,-2,-5,-1,3,-3
O=C(O)c1ccc(C2SCC(=O)N2Cc2ccccc2)cc1 (stereo unspecified),11,6,13,-1,4,-10,-15,0,-3,-5,3
Cc1cc(OCC(=O)Nc2ccccc2C(N)=O)c2c(C)cc(=O)oc2c1,-7,-10,19,-24,-15,-18,-4,-4,-3,-40,-8
COc1ccc(CNC(=O)C(OC(C)=O)c2ccccn2)cc1 (stereo unspecified),-4,-7,6,4,9,-19,-4,2,1,-19,-189
CC(C)n1nc(C(=O)Nc2cccc(S(=O)(=O)NCc3ccco3)c2)c2ccccc2c1=O,10,3,11,1,2,1,-3,11,-1,1,-7
COc1ccccc1/C=N/NC(=O)c1nnn(-c2nonc2N)c1-c1ccccc1,20,3,11,22,4,-3,-2,-3,12,14,6
COc1ccccc1C(=O)NC(CCSC)C(=O)NCC(c1cccs1)N1CCOCC1 (stereo unspecified),4,-2,-27,-18,-2,14,1,5,-5,8,-7
Cc1noc(C)c1S(=O)(=O)Nc1ccc2c(c1)C(=O)N([C@H](C)CO)C[C@H](C)[C@H](CN(C)C(=O)NC(C)C)OCCCC[C@@H](C)O2,3,2,12,-8,-3,2,-4,-6,-2,-11,-4
CN(c1cccc(Cl)c1)S(=O)(=O)c1cccc(C(=O)Nc2nc3ccccc3[nH]2)c1,35,11,-21,42*,0,74*,-11,4,29,-11,-3
COC(=O)CCC(=O)Nc1cc(OC)c(OC)cc1Cc1nccc2cc(OC)c(OC)cc12,7,-6,-1,5,-11,-2,-6,6,-5,12,4
COc1cc(Cl)c(C)cc1NC(=O)CN1C(=O)C2CC=CCC2C1=O (stereo unspecified),-4,4,14,5,29,-8,-7,7,-2,1,10
Cc1ccccc1C(=O)NNC(=O)c1ccncc1,16,10,-2,-5,9,-9,2,4,10,-6,-7
CCOC(=O)C1CCN(C(=O)CS(=O)(=O)Cc2nc(-c3ccccc3Cl)oc2C)CC1,10,2,-23,18,9,-3,-3,-4,0,13,-3
CCOc1ccc(-n2cnnn2)cc1S(=O)(=O)N1CCCCC1,-6,-7,4,7,-6,-3,-14,2,1,15,-9
CC1CCc2sc(C(=O)NCC3CCCO3)cc2C1 (stereo unspecified),-40,-1,-110,-36,-84,-24,-5,-2,4,-74,-58
Cc1ccccc1NC(=O)CCS(=O)(=O)c1ccc(Br)s1,-13,1,0,-14,17,-4,-6,1,1,3,-5
CCOC(=O)C1(Cc2cccc(F)c2)CCN(C(=O)c2cnc(C)cn2)CC1,-7,-5,4,6,-9,-19,-4,5,4,1,8
COc1ccc(C(=O)N(c2c(C)cccc2C)C(COC(C)=O)COC(C)=O)cc1,-6,.,6,5,.,-7,2,6,-1,-20,.
COc1ccccc1-n1c(SCC(=O)N2CCOCC2)nc2ccccc2c1=O,12,-8,16,-13,4,0,-2,2,-4,-18,-5
Cc1ccc(NCc2nnc(SCCN3CCCCC3)n2CC2CCCO2)c(C)c1 (stereo unspecified),0,-9,2,1,5,-11,-1,3,-2,-29,10
CCOC(=O)C(C)n1cnc2c(nnn2-c2ccccc2)c1=O (stereo unspecified),-4,4,-7,.,9,-15,-1,3,8,.,-5
CN(CC(=O)Nc1cccc(F)c1)C(=O)c1ccncc1,-10,-7,0,-1,9,-6,0,4,-3,5,-12

# Taken from the listing for reference:
SMILES,TROY signal inh,TLR9-MyD88 block,NR5A2 inv ag,NR2F2 inh,NCOA3 inh,TWEAK-Fn14 inh,NOD2 RIPK2 PPI,ABHD5-PLIN5 inh,Exocytosis inh,NCOA2 inhibitor,SRC1 inh
CN(c1cccc(Cl)c1)S(=O)(=O)c1cccc(C(=O)Nc2nc3ccccc3[nH]2)c1,35,11,-21,42*,0,74*,-11,4,29,-11,-3
COC(=O)CCC(=O)Nc1cc(OC)c(OC)cc1Cc1nccc2cc(OC)c(OC)cc12,7,-6,-1,5,-11,-2,-6,6,-5,12,4
COc1cc(Cl)c(C)cc1NC(=O)CN1C(=O)C2CC=CCC2C1=O (stereo unspecified),-4,4,14,5,29,-8,-7,7,-2,1,10
Cc1ccccc1C(=O)NNC(=O)c1ccncc1,16,10,-2,-5,9,-9,2,4,10,-6,-7
CCOC(=O)C1CCN(C(=O)CS(=O)(=O)Cc2nc(-c3ccccc3Cl)oc2C)CC1,10,2,-23,18,9,-3,-3,-4,0,13,-3
CCOc1ccc(-n2cnnn2)cc1S(=O)(=O)N1CCCCC1,-6,-7,4,7,-6,-3,-14,2,1,15,-9
CC1CCc2sc(C(=O)NCC3CCCO3)cc2C1 (stereo unspecified),-40,-1,-110,-36,-84,-24,-5,-2,4,-74,-58
Cc1ccccc1NC(=O)CCS(=O)(=O)c1ccc(Br)s1,-13,1,0,-14,17,-4,-6,1,1,3,-5
CCOC(=O)C1(Cc2cccc(F)c2)CCN(C(=O)c2cnc(C)cn2)CC1,-7,-5,4,6,-9,-19,-4,5,4,1,8
COc1ccc(C(=O)N(c2c(C)cccc2C)C(COC(C)=O)COC(C)=O)cc1,-6,.,6,5,.,-7,2,6,-1,-20,.
COc1ccccc1-n1c(SCC(=O)N2CCOCC2)nc2ccccc2c1=O,12,-8,16,-13,4,0,-2,2,-4,-18,-5

# Other entries.
SMILES,TROY signal inh,TLR9-MyD88 block,NR5A2 inv ag,NR2F2 inh,NCOA3 inh,TWEAK-Fn14 inh,NOD2 RIPK2 PPI,ABHD5-PLIN5 inh,Exocytosis inh,NCOA2 inhibitor,SRC1 inh
Cc1ccc(-n2c(SCC(=O)N3CCOCC3)nnc2-c2cccnc2)cc1,-3,12,-27,.,-20,-7,-6,1,1,.,-16
CC(=O)NC(CC(=O)OCC(=O)N1c2ccccc2NC(=O)C1(C)C)c1ccccc1 (stereo unspecified),4,5,8,-12,7,8,-4,7,1,-3,0
CCOC(=O)c1sc2nc(C)cc(-c3ccccc3)c2c1N,-16,10,-1,2,4,14,16,-14,2,3,0
CN(C)c1cc(-c2ccc(Br)cc2)oc(=O)c1Cl,-2,.,16,-2,4,-11,0,-4,0,-14,-10
CCOC(=O)C1=C(C)Nc2ncnn2C1c1cccnc1 (stereo unspecified),14,-9,14,-19,15,17,2,-2,2,22,-3
C=CCn1c(=O)c(C(=O)NCc2ccc3c(c2)OCO3)c(O)c2cc(OC)c(OC)cc21,-5,-9,4,4,5,-32,-10,5,-2,6,-14
COc1ccccc1C(=O)Nc1cccc(C(=O)N2CCOCC2)c1,17,-5,1,12,-2,0,-9,-6,9,22,2
NC(=O)C1(Nc2ccccc2)CCCC1,11,0,1,-7,-12,26,-4,0,3,8,-3
COc1ccc(CCN(C)c2ncnc3sccc23)cc1OC,1,-16,5,20,14,2,-18,-8,-3,-6,0
COc1cc2[nH]c(=S)nc(NCc3ccc(Cl)cc3)c2cc1OC,23,-6,7,15,0,-4,-1,-8,17,-11,15
COc1ccc(OC)c(-c2nc(C(N)=O)c3[nH]c(=O)n(-c4ccc(F)cc4)c3n2)c1,-1,-8,4,6,-9,16,6,-11,-1,1,-8
Cc1ccc(C(=O)Nc2nc(-c3ccccn3)cs2)o1,-21,-3,-25,-5,-5,8,-2,-1,8,0,2
O=C(NC1CCCC1)C1CCN(c2nccs2)CC1,8,1,2,14,8,14,-3,-6,4,-5,-8
O=C(c1ccccc1)C1CCN(C(=O)c2ccc(Cl)cc2)CC1,23,-2,-1,-10,11,4,-4,3,-9,-5,25
O=C(O)/C=C\C(=O)Nc1ccccc1C(=O)NC1CCCCC1,-25,-8,-54,-26,-51,-8,-6,-2,0,-13,-46
COc1ccccc1C(=O)NCCSCc1c(F)cccc1Cl,-11,-4,-5,-10,-23,-25,4,5,8,-24,6
[O-]C1=N/[N+](=C/c2ccc(Cl)c(Cl)c2)CC1,-14,6,4,0,-4,-3,-1,8,-4,16,4
COc1cccc(-n2nc(C(=O)NCC3CCCO3)c3ccccc3c2=O)c1 (stereo unspecified),5,-4,40,16,7,-2,-6,-1,4,-1,5

# Bioassay records: PubChem BioAssay, several laboratories
